From PubChem
Giardia FBPA inh: qHTS Assay for Inhibitors of Fructose-1,6-bisphosphate Aldolase from Giardia Lamblia; A8B2U2; purified Giardia FBPA; Potency, µM (titrated, usually from 59.6 µM), without a hit: top-dose activity, negative = inhibition, actives largely listed as inhibitors; actives 0.71% (n = 290,000); AID 2451, 2010; active = well fitted inhibition curve with a large enough effect; inconclusive = small, poorly fitted or top-dose-only effect, or effect the other way; note: nearly all actives have a fitted effect of over 55% in size
Target sequence (A8B2U2 whole entry, looked up): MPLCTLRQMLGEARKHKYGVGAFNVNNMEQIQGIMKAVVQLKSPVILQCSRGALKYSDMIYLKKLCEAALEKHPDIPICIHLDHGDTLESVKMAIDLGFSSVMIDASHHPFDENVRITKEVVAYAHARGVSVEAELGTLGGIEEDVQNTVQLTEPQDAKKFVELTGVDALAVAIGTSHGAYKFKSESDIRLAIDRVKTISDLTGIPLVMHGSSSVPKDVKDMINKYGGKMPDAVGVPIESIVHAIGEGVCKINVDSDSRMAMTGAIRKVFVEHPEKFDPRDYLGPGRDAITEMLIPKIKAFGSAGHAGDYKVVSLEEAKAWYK
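Giardia FBPA (40 nM reagent) was preincubated 10 min at RT with compound (up to 57.5 uM final), then substrate plus GAPDH/TPI/NAD/arsenate coupling system with diaphorase/resazurin was added; resorufin fluorescence (525/598 nm) was read after 20 min.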
* hit, by the source's call; ? = inconclusive; & = joins results of further samples; [ ] = dose if it differs, or a comment. % is set by controls: 0 for no effect and ±100 for the full control effect; potency is the fitted concentration of half-maximal effect. These rows are one share of the data, so the mix of outcomes need not match the whole.

SMILES	Giardia FBPA inh
CN(C)c1ncc2nc(-c3cccs3)c(=O)n(Cc3cccs3)c2n1	1.3%
CC[C@H](/C=C/[C@@H](C)[C@H]1CC[C@H]2C3CC=C4C[C@@H](O)CC[C@]4(C)C3CC[C@]12C)C(C)C (stereo partly specified)	8.0%
COC(=O)[C@H](Cc1ccccc1)NC(=O)O[C@@H]1C(=O)c2ccc(OC)cc2O[C@H]1c1ccc2c(c1)OCO2	-0.8%
CN(C)[C@@H]1C(=O)C(C(N)=O)=C(O)[C@]2(O)C(=O)C3=C(O)c4c(O)cccc4[C@@](C)(O)[C@H]3[C@H](O)[C@@H]12	?
O=C(NCc1ccco1)O[C@@H]1C(=O)c2cc(Br)ccc2O[C@H]1c1ccc2c(c1)OCO2	-1.1%
Clc1ccccc1-c1nccc(NCc2cccs2)n1	-2.0%
Cc1cccc(CNc2nc(-c3c(C)noc3C)nc3ccccc23)c1	-9.9%
CCCCCCCCCCCCCCCCCC(=O)NCCc1ccc(O)c(O)c1	3.0%
COc1ccc(NC(=O)N2CC[C@@]3(CCCN(C(=O)c4csnn4)C3)C2)cc1	0.7%
Cc1ccc(B(O)O)cc1	9.2%
COC(=O)N1CCC2(CCCN(C(=O)Nc3cccc(F)c3)C2)CC1	4.8%
CNCCC(Oc1ccccc1C)c1ccccc1 (stereo unspecified)	-0.3%
COc1cccc(OC)c1-c1cc(C(=O)NC2(C(=O)O)C3CC4CC(C3)CC2C4)nn1-c1ccc(C(=O)N(C)CCCN(C)C)cc1C(C)C (stereo unspecified)	4.3%
N#CCCn1c(=O)cnc2cnc(Oc3cccc(Cl)c3)nc21	5.9%
O=Cc1ccc(OC2C=CC(C#Cc3ccccc3)OC2CO)cc1 (stereo unspecified)	-6.6%[12.9 µM]
O=C(c1ccccc1)[C@@H]1O[C@H]1c1ccc(-c2ccccc2)cc1	2.7%
COc1ncc2ncc(=O)n(Cc3cccs3)c2n1	0.4%
COc1cccc(C2=Nn3c(nnc3-c3ccc(OC)cc3OC)SC2)c1	-7.2%
Cc1noc(C)c1C(=O)N1CCC[C@@]2(CCN(C(=O)Nc3cccc(F)c3)C2)C1	8.8%
CC(C)[C@@H](CC(=O)N[C@@H]1CCNC[C@H]1C(=O)N[C@H](CC(=O)N[C@@H](CCC(=O)O)CC(=O)O)Cc1c[nH]c2ccccc12)NC(=O)C[C@H](CO)NC(=O)[C@@H]1CNCC[C@H]1N	?
Nc1ncnc2c1nc(Br)n2[C@@H]1O[C@H]2COP(=O)(O)O[C@@H]2[C@@H]1O	5.6%
COC(=O)C1=C(C)N(Cc2ccccc2)C2=C3C(=O)N(c4ccccc4)C(=O)C3[C@@](O)(C(=O)OC)C(=O)N2C1c1ccccc1 (stereo partly specified)	0.7%&-1.2%[12.9 µM]
Cn1c(=O)c(CCc2ccccc2)nc2cncnc21	1.9%
CC(C)[C@H](NC(=O)OCc1ccccc1)C(=O)N[C@H](C=O)Cc1ccccc1	-2.4%
CC1=CC(=O)C2=C(C)C[C@H](O)[C@H]3[C@H](C)C(=O)O[C@@H]3C12 (stereo partly specified)	6.5%
c1ccc(Nc2nc(-c3cccnc3)nc3ccccc23)cc1	-3.6%
CCOC(=O)N1CCN(/[N+]([O-])=N/Oc2ccc([N+](=O)[O-])cc2[N+](=O)[O-])CC1	-1.0%&0.0%
N[C@H](C(=O)O)[C@H](OCc1ccccc1)C(=O)O	-10.4%
O=C1CCCC=C1[C@@H](O)C1CCCCC1	3.9%[12.9 µM]
c1ccc(N2CCC3(CCNCC3)CC2)cc1	-8.6%
CCCCS(=N)(=O)CCC(N)C(=O)O (stereo unspecified)	-0.8%&-2.4%
C[C@@]1(C(NS(=O)(=O)c2cccc3cccnc23)c2ccc(-c3ccccc3)cc2)C[C@H]1C1CCCCC1 (stereo partly specified)	-0.1%
COc1cc(/C=C/C(=O)c2c(O)cc(C)oc2=O)ccc1O	-28.2%
COc1ccccc1CNc1ncnc2ccc(-c3ccc4c(c3)OCO4)cc12	-19.0%
CCCN1CCC(=O)N(C(CSc2ccc(OC)cc2)Cc2ccccc2)CC1 (stereo unspecified)	-1.8%
O=C(O)C(S)[C@@H](S)C(=O)O (stereo partly specified)	?
C=C[C@](C)(O)CCC=C(C)C	0.9%
CCCn1c(C)nc2c(NCCCCN(CC)CC)nc(C)nc21	-3.3%
CC(C)CCCC(C)CCCC(C)CCCC(C)C(=O)O (stereo unspecified)	23.0%
CN1C2CCC1CC(NC(=O)c1nn(C)c3ccccc13)C2 (stereo unspecified)	0.3%
CC(C)C1=CC2=CCC3[C@@](C)(CCC[C@@]3(C)C(=O)O)C2CC1 (stereo partly specified)	0.8%
C=CC1=C2C=C(C3CC3)N(CCN3CCOCC3)C=C2C(=O)C(C)(OC(=O)c2ccco2)C1=O (stereo unspecified)	?
COc1ccc2[nH]cc(CCNc3ccnc(-c4c(C)noc4C)n3)c2c1	-14.7%
COCC(=O)N1CCC[C@@]2(CCN(Cc3ccccc3)C2)C1	-7.2%
O=c1n(Cc2cc3c(cc2Cl)OCO3)c(=O)n2n1CC[C@H]1/C(=N\OC[C@@H](O)COCc3ccco3)[C@H]3O[C@@H]3[C@@H](O)[C@@H]12	-0.4%[12.9 µM]
Clc1ccccc1-c1cc(NCCN2CCOCC2)ncn1	-5.7%
CC[N@+]1(C)CCC[C@@H](OC(=O)C(O)(c2ccccc2)c2ccccc2)C1	-1.6%[21.7 µM]
C[C@@H]1C[C@H](OC(=O)c2ccccc2O)CC(C)(C)C1	-2.2%[21.7 µM]
C[C@@H](c1ccccc1)N1C(=O)[C@H]2[C@H]3[C@H](O)[C@H](O)C/C(=N/OC[C@@H](O)COCc4ccco4)[C@@H]3CC[C@@H]2C1=O	3.2%[12.9 µM]
CCN1C(=O)[C@H]2[C@H]3[C@H](O)[C@H](O)C/C(=N/O[C@@H](C)CN4CCCCc5nc(C)c(C)cc54)[C@@H]3CC[C@@H]2C1=O	-4.2%[12.9 µM]
O=C1NC(=S)NC(=O)C1C(=O)Nc1ccccc1	-8.4%
O[C@@](CCN1CCCC1)(c1ccccc1)C1CCCCC1	1.1%[21.7 µM]
CCc1cccc2c(-c3ccccc3)c3c(nc12)OCC3	16.4%
COC(=O)/C(Cc1cc(Br)c(OC)c(Br)c1O)=N/O	-1.3%
CC1(C)S[C@H]2[C@@H](N)C(=O)N2[C@H]1C(=O)O	?
COC1C=CC23c4cc5c(cc4CN(CC2O)C3C1)OCO5 (stereo unspecified)	-21.1%
CC(=O)NCCNc1nc(-c2ccc(N(C)C)cc2)nc2ccccc12	-7.7%
Cc1noc(C)c1-c1ccc2ncnc(N(C)C)c2c1	-5.6%
CCCCCCC#Cc1cc(OC)c(OC)cc1C(N1CC(C)c2ccccc21)N1CC(C)c2ccccc21 (stereo unspecified)	-8.0%[12.9 µM]
Cc1noc(C)c1-c1nccc(N2CCN(C)CC2)n1	-6.6%
(list continues)
SMILES	Giardia FBPA inh
Cc1c2c(c(O)c3c(O)cccc13)C(=O)O[C@H]2C1C(N(C)C)C(O)=C(C(N)=O)C(=O)[C@H]1O (stereo partly specified)	9.98µM*
COC(=O)N1C2CC3(C)C=C(C)OC1(C)C3c1ccccc12 (stereo unspecified)	5.3%[12.9 µM]
COc1cccc(Cn2c(=O)c(C)nc3cnc(N(C)C)nc32)c1	1.7%
O=P1(Oc2ccccc2)CC=CC(COCc2ccccc2)O1 (stereo unspecified)	2.3%
COc1ccc(-n2c(=O)c(-c3ccc(Cl)cc3)nc3cnc(N4CCOCC4)nc32)cc1	-10.0%
CON(C)C(=O)c1nnc2c(n1)[nH]c1ccccc12	2.5%[12.9 µM]
Cn1c(=O)c(-c2cccs2)nc2cnc(OCc3ccccc3)nc21	3.2%
CCC/C=C(\CCC)C(NC(=O)c1ccc(C(F)(F)F)cc1)c1ccc(C(F)(F)F)cc1 (stereo unspecified)	-3.0%
CC(=O)N1CCC2(CCN(Cc3cc(C(F)(F)F)cc(C(F)(F)F)c3)CC2)CC1	0.2%
CC(C)C[C@@H](CC(=O)N[C@H](CC(=O)N[C@@H]1CCCC[C@H]1C(=O)N[C@H](CC(=O)N[C@@H](CCC(=O)O)CC(=O)O)Cc1ccccc1)C(C)C)NC(=O)[C@@H]1CCCC[C@H]1N	-22.3%
COc1ccc(CNc2cc(-c3cccc(C#N)c3)ncn2)c(OC)c1	-13.3%
c1cncc(-c2cc(NCc3cccs3)ncn2)c1	3.3%
CC(C)CN1CC[C@@]2(CCCN(C(=O)c3cccc(F)c3)C2)C1	-8.2%
O[C@@H]1COC2[C@@H](O)CO[C@@H]21 (stereo partly specified)	13.6%
c1cncc(-c2ccc3ncnc(NC4CCNCC4)c3c2)c1	1.1%
COc1cccc([C@@H]2Oc3ccc(OC)cc3C[C@H]2OC(=O)N[C@H]2CCCc3ccccc32)c1	-1.2%
Cc1c(C)c2c(c(C)c1O)CC[C@@](C)(C(=O)O)O2	?
COc1cccc(-c2nccc(-n3ccnc3)n2)c1	-7.0%
O=C(O)c1cc(N(Cc2ccccc2O)Cc2cc(O)ccc2O)ccc1O	-28.5%&-24.9%
COc1cc2cc3c4cc(OC)c(OC)cc4cc[n+]3c(C)c2cc1OC	-18.7%
COc1ccc(C2C3C=CCCC3(C)C(=O)N2Cc2ccccc2)cc1Cl (stereo unspecified)	5.6%
CC(=O)/C(=C\c1ccccc1)CC(=O)O	-0.4%
COc1ccc(-c2c(C3C4C=CCCC4(C)C(=O)N3Cc3ccccc3)ccc3ccccc23)cc1OC (stereo unspecified)	3.1%
CC(=O)NCCNc1ncncc1-c1ccc(N(C)C)cc1	-16.4%
c1ccc(CNc2ncnc3ccc(-c4ccoc4)cc23)cc1	0.8%
CC(=O)OCC(=O)[C@@]1(O)CCC2C3CC[C@H]4CC(O)CC[C@@]4(C)C3C(=O)C[C@]21C (stereo partly specified)	0.0%
COc1ccc(OC2C(O)COC2/C=C/c2ccccc2)cc1 (stereo unspecified)	0.4%&0.0%[12.9 µM]
NC(C(=O)O)C(O)C(=O)O (stereo unspecified)	0.2%
CC[C@H]1C2CC3[C@@H]4N(C)c5ccccc5[C@]45C[C@@H](C2[C@H]5O)N3[C@@H]1O (stereo partly specified)	5.5%
CC(C)NC(=O)N1CCC2(CC1)CCN(C(=O)c1csnn1)CC2	3.8%
Cc1cccc2c3c(ccc12)C1=C(C(=O)C3=O)C(C)CO1 (stereo unspecified)	?
CCCCC[C@H](CC(=O)NO)C(=O)N[C@H](C(=O)N1CCC[C@H]1CO)C(C)C	-3.4%
COC(=O)NC(/C(C(=O)OC)=C(\C)NCc1ccccc1)c1ccc(F)cc1 (stereo unspecified)	-14.2%[12.9 µM]
COc1ccc(COC[C@H](C)[C@H](O[Si](C)(C)C)[C@@H](C)[C@H]2OC(=O)[C@H]2C)cc1	2.3%
CCC12C=CCN3CCC4(c5ccc(OC)cc5N(C)C4[C@@](O)(C(=O)OC)C1OC(C)=O)C32 (stereo partly specified)	-6.8%
COc1cccc2c1OC(=O)CC2c1ccccc1C (stereo unspecified)	7.2%[89.2 µM]
COc1ccc2c(=O)cc(-c3ccc(O)cc3)oc2c1	2.7%
Nc1ncnc2c1nc(Cl)n2C1OC(CO)C(O)C1O (stereo unspecified)	-3.2%
O=c1c(-c2cccs2)nc2cnc(Nc3ccccc3)nc2n1C[C@H]1CCCO1	1.1%
COC(=O)C1=C(C)NC(C)=C(C(=O)OCCCN2CCC(c3ccccc3)(c3ccccc3)CC2)[C@H]1c1cccc([N+](=O)[O-])c1	-2.9%&-2.1%
COC(=O)c1ccc(C(NC(=O)OCc2ccccc2)/C(F)=C/[C@@H](C)C(=O)N(C)Cc2cccnc2)cc1 (stereo partly specified)	4.8%
C=C(C)C1CCC(C)C(OC(C)=O)C1 (stereo unspecified)	6.2%
CC(=O)OC[C@@H]1O[C@H](C/C=N\O[C@@H](C)c2cn([C@H](CO)Cc3ccccc3)nn2)C=C[C@@H]1OC(C)=O	1.9%&0.1%[12.9 µM]
CCNc1ncc2nc(-c3ccc(F)cc3)c(=O)n(-c3ccccc3)c2n1	4.8%

Structures from the list above that have a COOH group, in the order listed:
SMILES	Giardia FBPA inh
COc1cccc(OC)c1-c1cc(C(=O)NC2(C(=O)O)C3CC4CC(C3)CC2C4)nn1-c1ccc(C(=O)N(C)CCCN(C)C)cc1C(C)C (stereo unspecified)	4.3%
CC(C)[C@@H](CC(=O)N[C@@H]1CCNC[C@H]1C(=O)N[C@H](CC(=O)N[C@@H](CCC(=O)O)CC(=O)O)Cc1c[nH]c2ccccc12)NC(=O)C[C@H](CO)NC(=O)[C@@H]1CNCC[C@H]1N	?
N[C@H](C(=O)O)[C@H](OCc1ccccc1)C(=O)O	-10.4%
CCCCS(=N)(=O)CCC(N)C(=O)O (stereo unspecified)	-0.8%&-2.4%
O=C(O)C(S)[C@@H](S)C(=O)O (stereo partly specified)	?
CC(C)CCCC(C)CCCC(C)CCCC(C)C(=O)O (stereo unspecified)	23.0%
CC(C)C1=CC2=CCC3[C@@](C)(CCC[C@@]3(C)C(=O)O)C2CC1 (stereo partly specified)	0.8%
CC1(C)S[C@H]2[C@@H](N)C(=O)N2[C@H]1C(=O)O	?
CC(C)C[C@@H](CC(=O)N[C@H](CC(=O)N[C@@H]1CCCC[C@H]1C(=O)N[C@H](CC(=O)N[C@@H](CCC(=O)O)CC(=O)O)Cc1ccccc1)C(C)C)NC(=O)[C@@H]1CCCC[C@H]1N	-22.3%
Cc1c(C)c2c(c(C)c1O)CC[C@@](C)(C(=O)O)O2	?
O=C(O)c1cc(N(Cc2ccccc2O)Cc2cc(O)ccc2O)ccc1O	-28.5%&-24.9%
CC(=O)/C(=C\c1ccccc1)CC(=O)O	-0.4%
NC(C(=O)O)C(O)C(=O)O (stereo unspecified)	0.2%
